High-throughput results from PubChem.
FLuc inh = Photinus pyralis luciferase inhibition | Potency, µM (titrated, usually from 115 µM), without a hit: at the top dose activity change, negative = inhibition, usual class: inhibitors | actives 2.5% (n = 76,000) | purified P. pyralis luciferase, luminescence, biochemical | AID 1347043; note: potency is the fitted concentration of half-maximal effect; nearly all actives have a fitted effect of over 65% in size
Target sequence (P08659 whole entry, looked up): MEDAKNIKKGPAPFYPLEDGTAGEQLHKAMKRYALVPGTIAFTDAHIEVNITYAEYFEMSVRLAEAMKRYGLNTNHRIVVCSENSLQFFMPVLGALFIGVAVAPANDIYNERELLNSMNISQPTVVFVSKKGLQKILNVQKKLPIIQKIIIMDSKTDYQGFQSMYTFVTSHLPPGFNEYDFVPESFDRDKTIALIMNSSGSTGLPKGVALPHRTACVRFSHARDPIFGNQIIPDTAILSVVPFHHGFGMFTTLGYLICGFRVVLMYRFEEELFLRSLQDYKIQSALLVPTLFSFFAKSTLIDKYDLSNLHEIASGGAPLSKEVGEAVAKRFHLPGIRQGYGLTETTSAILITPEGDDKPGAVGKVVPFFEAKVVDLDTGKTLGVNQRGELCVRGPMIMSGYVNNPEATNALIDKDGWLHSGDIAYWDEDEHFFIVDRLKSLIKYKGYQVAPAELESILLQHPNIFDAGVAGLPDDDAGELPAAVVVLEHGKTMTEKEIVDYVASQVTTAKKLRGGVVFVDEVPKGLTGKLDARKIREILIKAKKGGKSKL
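Purified P. pyralis luciferase (10nM final) in 50mM Tris acetate pH 7.5, 10mM Mg acetate, 0.01% Tween-20, 0.05% BSA with 10uM D-luciferin and 10uM ATP. Compounds titrated qHTS. Luminescence imaged on CCD.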
HEK293 viab = cell viability loss counter-screen. actives 0.12% (n = 150,000). HEK-293-SNCA-luc viability, GF-AFC fluorescence, 24 h. Potency, µM (series often up to 57.1 µM), for inactives: top-dose activity change, negative = cytotoxicity, most hits filed as cytotoxic;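 note: potency is the fitted concentration of half-maximal effect; 0% = DMSO-treated cells and -100% = medium-only wells without cells; nearly all actives have a fitted effect of over 30% in size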
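Cytotoxicity counterscreen: after 24 h compound treatment of genome-edited SNCA-luciferase HEK-293 cells, live-cell protease substrate GF-AFC read by fluorescence after 30 min; activity scaled between DMSO (0%) and medium-only (-100%), curves Hill-fitted.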
SNCA expr inhib = reduces expression of the alpha-synuclein gene; HEK-293 SNCA-luciferase knock-in, luminescence, 24 h; Potency, µM (highest dose often 57.2 µM), for the others: at the top dose activity change, negative = inhibition, hits mostly inhibitors; actives 0.17% (n = 140,000);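 note: potency is the fitted concentration of half-maximal effect; plate controls were DMSO cells for no effect and cell-free wells for full effect; nearly all actives have a fitted effect of over 45% in size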
3T3 cytotox = kills NIH 3T3 cells; NIH 3T3 viability, CellTiter-Glo ATP luminescence, 48-72 h; Potency, µM (top dose mostly 96.7 µM), for the others: at the highest dose activity change, negative = cytotoxicity, actives largely listed as inhibitors; actives 4.3% (n = 94,000); AID 1345082; note: potency is the fitted concentration of half-maximal effect; nearly all actives have a fitted effect of over 55% in size
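ATP-dependent luminescence (CellTiter-Glo) served as the viability signal for NIH 3T3 cells treated with compound for 48 or 72 hr at 37 °C.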
GPT2 inhibitor = GPT2 alanine aminotransferase inhibition; Q8TD30; Recombinant GPT2, coupled pyruvate oxidase/HRP Amplex Red fluorescence; Potency, µM (top dose mostly 57.7 µM), for inactives: top-dose activity change, negative = inhibition, most hits filed as inhibitors; actives 0.25% (n = 100,000); note: potency is the fitted concentration of half-maximal effect; nearly all actives have a fitted effect of over 60% in size; many of its hits are not listed in these tables
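Recombinant GPT2 (10ng/uL) with 250uM a-KG and 2mM L-alanine, 30 min at room temperature, in HEPES pH 7.5 buffer. Pyruvate detected by pyruvate oxidase/HRP/Amplex Red fluorescence after 30 min in the dark; AOA (50uM) as positive control.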
HEK293 tox = kills HEK 293 cells; Potency, µM (top dose mostly 115 µM), for inactives: at the highest dose activity change, negative = cytotoxicity, hits mostly inhibitors; HEK 293 viability, ATP luminescence (CellTiter-Glo), 48-72 h; actives 6.6% (n = 94,000); AID 1345083; note: potency is the fitted concentration of half-maximal effect; nearly all actives have a fitted effect of over 60% in size
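HEK 293 cells seeded at 250 cells/well were exposed to compound for 48 or 72 hr at 37 degree Celsius. Viability taken as ATP content by CellTiter-Glo luminescence.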
IP6K1 inh = IP6K1 kinase inhibition. Q92551. IP6K1 kinase, ADP-Glo luminescence, 2 h; hits give low values. actives 0.81% (n = 140,000). AID 1645851. activity change, % (series mostly up to about 58 µM); in the data active = activity change below about -25%
Target sequence (Q92551 whole entry, looked up): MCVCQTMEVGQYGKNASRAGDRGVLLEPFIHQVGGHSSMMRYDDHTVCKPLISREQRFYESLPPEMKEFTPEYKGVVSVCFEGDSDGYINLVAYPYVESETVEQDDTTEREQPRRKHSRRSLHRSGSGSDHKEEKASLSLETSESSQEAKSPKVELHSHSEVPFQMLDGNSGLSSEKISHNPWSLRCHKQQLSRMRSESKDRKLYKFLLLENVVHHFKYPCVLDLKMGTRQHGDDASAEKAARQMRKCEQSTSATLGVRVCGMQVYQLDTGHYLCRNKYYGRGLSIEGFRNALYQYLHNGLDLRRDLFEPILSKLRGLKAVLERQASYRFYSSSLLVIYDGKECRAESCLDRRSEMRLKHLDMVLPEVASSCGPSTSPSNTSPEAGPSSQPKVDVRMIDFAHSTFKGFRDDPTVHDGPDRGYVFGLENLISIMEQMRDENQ
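ADP-Glo luminescence measures ADP made by human IP6K1 during a 2 h RT reaction with ATP/IP6 (mix at 1.3 mM/130 uM); top library doses 57.5 and 19.1 uM final.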
* marks the source's active call; other numbers are inactive results; i = inactive; ? = inconclusive; / = no result given; [ ] = another dose, or the depositor's remark. Unless noted, calls come from the whole dose curve; as a rule, active = well fitted curve in the direction sought with a large enough effect; inconclusive = small, poorly fitted or top-dose-only effect, or another doubt; inactive = no such curve, though single readings can be large; an effect the other way counts as inactive or inconclusive. Unless noted, % is set by controls: 0 for no effect and ±100 for the full control effect. Some of the compounds tested (hit frequency here may not be typical).

SMILES	FLuc inh	HEK293 viab	SNCA expr inhib	3T3 cytotox	GPT2 inhibitor	HEK293 tox	IP6K1 inh
CN1CCN(c2nc3c(c(=O)[nH]2)CCN(Cc2cn[nH]c2-c2ccc(F)cc2)CC3)CC1	15.0%	-3.3%	-3.8%	i	2.9%	-4.5%	-0.1
COc1ccc(Cn2c(=O)c(C(=O)N3CCN(C(=O)c4cccc(Cl)c4)CC3)nc3cccnc32)cc1	/	-5.7%	9.2%	?	0.4%	?	-9.7
O=C(c1ccc(Cl)nc1)N1CCC2(CC1)CCN(Cc1cccs1)c1ccccc1O2	2.5%	?	?	?	0.6%	25.1µM*	-3.8
O=C(c1cccs1)N(Cc1cccnc1)c1nc2c(Cl)cccc2s1	/	-8.0%	-3.3%	/	/	/	16.0
Cc1nc2ccccn2c(=O)c1NC(=O)c1ccc(C(F)(F)F)cc1	/	12.0%	68.6%[activator]	/	/	/	23.3
O=C(NC1CCCc2c1[nH]c1ccc(Cl)cc21)c1ccncc1 (stereo not given)	-5.9%	5.3%	-0.4%	?	-1.5%	22.4µM*	5.9
CN(C)C(C(=O)NCc1nnc2n1CCCC2)c1cccc(F)c1 (stereo not given)	-3.1%	-2.6%	-13.1%	-6.4%	i	-17.3%	28.2
NC(=O)CN1CC2(CCC1=O)CCN(CC1CCCCO1)CC2 (stereo not given)	7.0%	2.4%	?	i	-1.9%	-4.7%	-3.2
CN(Cc1cccnc1)c1nc2c(c(=O)[nH]1)CCN(Cc1ccc(F)c(Cl)c1)CC2	0.4%	-3.2%	-5.7%	?	1.2%	?	0.0
Cc1ccc2c(=O)cc(C(=O)NCc3ccccc3)oc2c1	/	-21.0%	-2.1%	/	/	/	-14.1
COc1ccc(-n2cc(-c3ccc4c(c3)OCO4)n(CC(=O)Nc3cc(Cl)ccc3C)c2=O)cc1	/	12.2%	63.9%[activator]	/	/	/	-8.4
O=C(c1ccc2ccnn2c1)N1CCOCC1	4.6%[172 µM]	5.6%[87.6 µM]	-2.9%[87.6 µM]	i	-2.3%[88.5 µM]	i	-3.8
COCCOC1CN(C2CCN(C(=O)c3cc(C)nn3C)CC2)C12CCCCC2 (stereo not given)	/	-7.3%	0.8%	-8.3%	-15.7%	i	-1.6
Cc1ccc(C)c(CN2C(=O)c3ccccc3S(=O)(=O)c3ccc(C(=O)N4CCc5ccccc54)cc32)c1	/	8.7%	-9.6%	/	/	/	11.5
CN1CCCCCCN(Cc2ccccc2)[C@H]2CCC[C@H]2C1=O	-12.0%	10.5%	-3.1%	-22.7%	1.4%	?	-1.0
COc1c(F)cccc1CN1CCOc2cc([S+](=O)([O-])N(C)C)ccc2C1	-8.5%[172 µM]	-2.6%[87.6 µM]	-13.5%[87.6 µM]	?	3.5%[88.5 µM]	79.4µM*	5.4
c1ccc2oc(-c3nccn3CCc3noc(C4CCCO4)n3)cc2c1 (stereo not given)	-19.7%	-10.4%	8.8%	-17.1%	3.9%	-28.3%	-5.8
CCOC(=O)C1CCN(C(=O)C2COC3(CCCCC3)N2C(=O)c2ccc(CC)cc2)CC1 (stereo not given)	-5.7%	10.5%	0.9%	-9.5%	i	-7.4%	-2.1
COc1ccc(CN[C@H]2C[C@H]3C(=O)NC[C@@H](CCC(=O)N4CCC(O)CC4)N3C2)cc1	1.3%[172 µM]	-1.7%[87.6 µM]	12.6%[87.6 µM]	-11.2%[174 µM]	-2.2%[88.5 µM]	-2.9%[172 µM]	2.0
CCOC(=O)c1cccc(NC(=O)c2cn(-c3cccc(OC)c3)c(=O)c3ccccc23)c1	/	2.5%	-22.9%	/	/	/	14.9
COCCOC1CN(C2CCN(S(C)(=O)=O)CC2)C12CCCCC2 (stereo not given)	5.0%	10.1%	46.3%[activator]	i	i	-8.0%	-4.1
O=C(Nc1cc(F)ccc1F)N1CCC(CN2CCOCC2)CC1	/	3.8%	42.6%	/	/	/	33.2
Cc1cccc(-n2ncc(C(=O)N3CCN(C(=O)c4ccco4)CC3)c2C2CCN(C(=O)OC(C)(C)C)CC2)c1	/	5.5%	63.2%[activator]	/	/	/	10.7
CC(=O)Nc1cccc(-c2n[nH]c3c2CC(=O)N(Cc2ccccc2)C3)c1	-4.2%[172 µM]	-3.5%[87.6 µM]	?	?	2.7%[88.5 µM]	100µM*	8.2
COCCCn1c(C)cnc1C1CCN(C(=O)Nc2ccc(C)c(C)c2)C1 (stereo not given)	-16.8%	-29.8%	-11.2%	-16.1%	i	-20.8%	-3.9

Compound profiles (already shown). Order of screens: FLuc inh | HEK293 viab | SNCA expr inhib | 3T3 cytotox | GPT2 inhibitor | HEK293 tox | IP6K1 inh
NC(=O)CN1CC2(CCC1=O)CCN(CC1CCCCO1)CC2 (stereo not given) is entered as 7.0% | 2.4% | ? | i | -1.9% | -4.7% | -3.2
CN(Cc1cccnc1)c1nc2c(c(=O)[nH]1)CCN(Cc1ccc(F)c(Cl)c1)CC2 is entered as 0.4% | -3.2% | -5.7% | ? | 1.2% | ? | 0.0
COCCCn1c(C)cnc1C1CCN(C(=O)Nc2ccc(C)c(C)c2)C1 (stereo not given) is entered as -16.8% | -29.8% | -11.2% | -16.1% | i | -20.8% | -3.9
COc1c(F)cccc1CN1CCOc2cc([S+](=O)([O-])N(C)C)ccc2C1 is entered as -8.5%[172 µM] | -2.6%[87.6 µM] | -13.5%[87.6 µM] | ? | 3.5%[88.5 µM] | 79.4µM* | 5.4
O=C(c1cccs1)N(Cc1cccnc1)c1nc2c(Cl)cccc2s1 is entered as / | -8.0% | -3.3% | / | / | / | 16.0

Continuation.
SMILES	FLuc inh	HEK293 viab	SNCA expr inhib	3T3 cytotox	GPT2 inhibitor	HEK293 tox	IP6K1 inh
Cc1ccc(-c2c(CN3CCN(c4cc(Cl)ccc4C)CC3)csc2C)cc1	/	3.4%	30.1%[activator]	/	/	/	2.9
Cc1ccc(OCC(=O)N2CCC3(CC2)CC(N2CCOCC2)CCO3)cc1 (stereo not given)	/	-13.6%	-8.6%	-15.1%	-8.7%	-0.8%	11.6
CCOC(=O)c1cc(S(=O)(=O)N2CCN(c3ccc(C)cc3C)CC2)[nH]n1	/	0.4%	-14.8%	/	/	/	8.6
Cc1ccc2nc(NC(=O)C3CC(=O)N(c4n[nH]c5cccc(F)c45)C3)sc2c1 (stereo not given)	-7.0%	-13.1%	?	31.6µM*	4.0%	25.1µM*	0.3
CCS(=O)(=O)N1C[C@@H](C(=O)NCc2ccc(C(C)C)cc2)[C@H](c2ccncc2)C1	1.6%	8.9%	-9.1%	-23.1%	i	?	-15.8
CCCN(c1ccc(C(C)C)cc1)S(=O)(=O)c1ccc2c(c1)n(C)c(=O)c(=O)n2C	/	-3.0%	0.6%	/	/	/	-6.4
COCCN1C(=O)[C@@H]2C[C@@H](CN2C(=O)c2ccccn2)Oc2ccccc21	-6.3%[172 µM]	-2.0%[87.6 µM]	-6.4%[87.6 µM]	-7.6%[138 µM]	2.7%[88.5 µM]	?	14.3
O=C(CC1CCCC1)NCCC1CCN(C(=O)Nc2cc(F)ccc2F)CC1	9.4%	-8.9%	-16.2%	-24.6%	1.3%	-20.4%	-2.9
CS(=O)(=O)Nc1ccc(C2(C(=O)NCc3cccc(Cl)c3)CCCCC2)cc1	-3.0%	2.2%	-15.9%	-11.0%	i	0.3%	7.5
O=[S+]1([O-])NCC2(CCN(Cc3ccccn3)CC2)Nc2ccccc21	-2.5%	7.2%	-4.5%	-1.2%	i	-9.2%	20.1
CCN(CC)S(=O)(=O)c1ccc2nc(NC(=O)c3cncc(Br)c3)sc2c1	/	4.1%	-4.3%	/	/	/	-3.7
Cn1c(CCC(=O)NC2CCOCC2)nc2cc(S(=O)(=O)N3CCCC3)ccc21	-9.2%	5.3%	-16.7%	-10.1%	?	-23.2%	4.9
Cc1cccc(C(=O)N[C@@H](Cc2ccccc2)C(=O)N2CCCOCCNC(=O)CC2)c1	2.9%	-5.6%	1.8%	-11.3%	i	i	-10.2
COc1cc(CNCc2nnn3c2CN(Cc2ccccc2C#N)C(=O)CC3)cc(OC)c1	-2.9%	2.1%	6.2%	1.4%	-2.7%	?	-16.0
O=C1OC[C@@H]2CCN(Cc3ccccc3Cl)Cc3ccc(F)cc3N12	-5.7%[172 µM]	-9.9%[87.6 µM]	?	-24.1%[174 µM]	-5.5%[88.5 µM]	70.8µM*	-16.2
CCCn1c(C)cnc1CC1CCN(S(=O)(=O)c2cnn(CC)c2)CC1	-6.4%	0.7%	18.1%	-9.7%	i	-22.1%	-2.0
CN1CCC(N(C)CC2CCCN(CCc3ccc(F)cc3)C2)CC1 (stereo not given)	7.5%	-5.7%	8.5%	?	1.9%	?	-4.1
CNC(=O)c1cc(C2CC2)nc2c1c(C1CCN(C(=O)COC)CC1)nn2C	/	/	/	-4.9%	/	i	-1.7
CCN1C(=O)C2CC3(CCN(C(=O)NCc4ccccc4)CC3)CN2C1=O (stereo not given)	3.8%	-2.2%	-13.7%	i	i	-1.0%	-7.1
Cc1ccc(-n2cc(C(=O)OCc3ccc(F)c(F)c3)c3ccccc3c2=O)cc1	/	12.2%	-7.1%	/	/	/	-7.1
Cc1ccc(S(=O)(=O)n2nc(C)c(S(=O)(=O)N3CCCCCC3)c2C)cc1	/	0.9%	-12.5%	/	/	/	-8.1
